# PriA SSB inh: inhibitors of Klebsiella pneumoniae PriA binding to SSB C-terminal tail. inhibition, % at 33 µM. AlphaScreen SSBct-PriA binding, biotinylated peptide. 430,000 compounds, 0.6% hits; in the data active means inhibition mostly above about 37%, no sharp cut-off; inactive means mostly below about 20%;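 further: plate controls were negative control peptide for no effect and reference peptide for full effect; strong numbers were not always called active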
# Active calls of the source: *; & = joins results of further samples. This is a subset; count on the stated rates, not on these rows.
SMILES,PriA SSB inh
CS(=O)(=O)N1CCC(C(=O)NCc2nn(C3CCCC3)c3c2CCCC3)CC1,0
Cc1ccc(S(=O)(=O)N2CCc3ccc(NC(=O)c4ccc(C#N)cc4)cc3C2)cc1,2
Cc1cc(NC(=O)Cn2nc(-c3cccs3)ccc2=O)no1,-1
COc1ccccc1NC(=O)C1=C(C)Nc2nc(-c3cccnc3)nn2[C@H]1c1ccccc1F,-26
COc1ccc(CC(=O)NCCCc2ccc(N(C)C)cc2)cc1OC,-15
Cn1nc(-c2ccccc2)cc1C(=O)N1CCC(Cn2cccn2)CC1,-3
Cc1cc(N2CCCC2)nc(CNC(=O)COc2ccc(Cl)cc2Cl)n1,-11
COCCN(CCOC)S(=O)(=O)c1ccc(C(=O)Nc2cccc3c2C(=O)NC3=O)cc1,-6
O=C(Cc1csc(Nc2ccc(OC(F)(F)F)cc2)n1)NCc1ccccn1,-19&-1
CCOC(=O)c1sc(NC(=O)c2c(F)cccc2F)nc1C,-4
COc1ccc(/C=C/C(=O)Nc2ccc(-n3nncc3-c3ccc(Br)cc3)cc2)cc1OC,-2
O=C(Nc1nc2c(s1)CSc1ccccc1-2)c1cc2ccccc2o1,-13
C=CCn1c(SCC(=O)c2cc(C)n(-c3ccccc3)c2C)nc2ccccc2c1=O,-5
COc1cn(C)c(C(=O)Nc2nc3ccc(Cl)cc3s2)cc1=O,-3
CCOc1ccc(C=NNC(=O)CC(=O)NCc2ccccc2)cc1,-5
Cc1ccc(-c2csc3nnc(SCC(=O)Nc4nc(-c5ccccc5)ns4)n23)cc1,-11
COc1ccccc1/C=C\C(=O)NCC(=O)NN=Cc1cccc(OC)c1O,-3
O=C(NC[C@H]1CCCN1c1ccccc1)c1ccccc1Br,9
Cc1ccc(CC(=O)N2CCC3(CC2)NC(=O)c2cc(C)ccc2N3C)cc1,-9
CS(=O)(=O)c1ccc(-c2nnc(SCC(=O)c3ccc(Cl)cc3)o2)cc1,2
O=C(NC1CCN(c2cc(C(F)(F)F)ncn2)CC1)c1ncn[nH]1,2
CC[C@@H](C(=O)N(Cc1ccsc1)C1CC1)c1ccccc1,-29
COC(=O)C(=CNc1cccc2ccccc12)[N+](=O)[O-],55*
O=C(/C=C/c1ccccc1)Nc1nc2ccc(S(=O)(=O)N3CCOCC3)cc2s1,-8
S=c1[nH]nc(-c2cccnc2)n1N=C/C=C/c1ccco1,3
O=C(NCc1ccc([C@@H](O)c2cccs2)s1)c1ccc(Br)o1,-11
COc1ccc(NC(=O)[C@H](C)N2C(=O)c3ccccc3S2(=O)=O)c(OC)c1,9
O=C(NCC#CCOc1cccc(C(F)(F)F)c1)Nc1c(F)cccc1F,-6
Cc1cc(NC(=O)CS(=O)(=O)c2cn(CC(=O)N3CCCC3)c3ccccc23)no1,-14
O=S(=O)(c1ccc2c(c1)CCO2)N1CCSC(c2ccccc2Cl)CC1 (configuration not stated),-5
COc1ccc(CCC(=O)NCCNC(=O)c2ccc(NC(=O)C3CC3)cc2)cc1,-3
COc1ccc(-c2nnc(CC(=O)N3CCN(c4ccccc4Cl)CC3)o2)cc1,-15
CCN1C(=O)c2cccc3c(S(=O)(=O)NCCO)ccc1c23,-7
CCn1c(=NC(=O)C2CCN(S(=O)(=O)c3ccc(F)cc3)CC2)sc2ccccc21,1
O=C(C1COc2ccccc2O1)N1CCc2oncc2C1 (configuration not stated),0
CSc1cccc(C(=O)Nc2ccccc2-c2nc3ccccc3s2)c1,-6
O=C(NCC(c1ccsc1)N1CCc2ccccc2C1)C(=O)Nc1ccc(F)c(F)c1 (configuration not stated),-7
CCOCC(=O)Nc1c(C(=O)Nc2ccc(C)c(C)c2)oc2ccccc12,-13
CN(C)c1ccc(CCNS(=O)(=O)c2cccs2)cc1,7
Nc1nc(SCC(=O)Nc2cc(C(F)(F)F)ccc2Cl)[nH]c(=O)c1NC(=O)c1ccc(Br)o1,-18&5

# Copied from the listing, 17 compounds:
SMILES,PriA SSB inh
O=C(NC1CCN(c2cc(C(F)(F)F)ncn2)CC1)c1ncn[nH]1,2
CC[C@@H](C(=O)N(Cc1ccsc1)C1CC1)c1ccccc1,-29
COC(=O)C(=CNc1cccc2ccccc12)[N+](=O)[O-],55*
O=C(/C=C/c1ccccc1)Nc1nc2ccc(S(=O)(=O)N3CCOCC3)cc2s1,-8
S=c1[nH]nc(-c2cccnc2)n1N=C/C=C/c1ccco1,3
O=C(NCc1ccc([C@@H](O)c2cccs2)s1)c1ccc(Br)o1,-11
COc1ccc(NC(=O)[C@H](C)N2C(=O)c3ccccc3S2(=O)=O)c(OC)c1,9
O=C(NCC#CCOc1cccc(C(F)(F)F)c1)Nc1c(F)cccc1F,-6
Cc1cc(NC(=O)CS(=O)(=O)c2cn(CC(=O)N3CCCC3)c3ccccc23)no1,-14
O=S(=O)(c1ccc2c(c1)CCO2)N1CCSC(c2ccccc2Cl)CC1 (configuration not stated),-5
COc1ccc(CCC(=O)NCCNC(=O)c2ccc(NC(=O)C3CC3)cc2)cc1,-3
COc1ccc(-c2nnc(CC(=O)N3CCN(c4ccccc4Cl)CC3)o2)cc1,-15
CCN1C(=O)c2cccc3c(S(=O)(=O)NCCO)ccc1c23,-7
CCn1c(=NC(=O)C2CCN(S(=O)(=O)c3ccc(F)cc3)CC2)sc2ccccc21,1
O=C(C1COc2ccccc2O1)N1CCc2oncc2C1 (configuration not stated),0
CSc1cccc(C(=O)Nc2ccccc2-c2nc3ccccc3s2)c1,-6
O=C(NCC(c1ccsc1)N1CCc2ccccc2C1)C(=O)Nc1ccc(F)c(F)c1 (configuration not stated),-7

# The list continues.
SMILES,PriA SSB inh
O=C(NN=C/C(Cl)=C/c1ccccc1)c1cnccn1,-18
CCN1C(=O)CCc2cc(NS(=O)(=O)c3cc(C)c(OC)c(C)c3)ccc21,-2
CCOc1ccc(-c2ccc(C)c(NS(=O)(=O)c3ccc(NC(=O)CC)cc3)c2)nn1,-22&4
CC(=O)Oc1ccc2c(=O)c(C=Nc3cc(=O)[nH]c(=S)[nH]3)coc2c1,-13
Cc1cccc(S(=O)(=O)NCCC(=O)NC[C@H]2CCCN2c2ccccc2)c1,19
O=C(/C=C\c1ccccc1)N1CCC(c2nnc(C3CC3)s2)CC1,1
Cc1cccc(O[C@@H](C)C(=O)Nc2cc(-n3cncn3)ncn2)c1C,-6
O=[N+]([O-])c1ccc(C=NC23CC4CC(CC(C4)C2)C3)cc1,2
Cc1nc2sc(C)c(C)n2c(=O)c1NC(=O)c1ccccc1C(F)(F)F,-17&-10
COc1ccc(S(=O)(=O)NC[C@H](OC)c2ccc(Cl)s2)cc1F,1
CCOC(=O)c1csc(Nc2nc3ccc(SC)cc3s2)n1,14
Cn1cccc(C(=O)N2CCCCC2c2cc(C(N)=O)n[nH]2)c1=O (configuration not stated),-14
COc1cc2c(=O)n(Cc3ccc(C(=O)NC4CC4)cc3)c(=O)n(Cc3c(F)cccc3Cl)c2cc1OC,-5
O=C(NC1CCC(Oc2cnccn2)CC1)c1ccc(C(F)(F)F)nc1 (configuration not stated),-32
Cc1nc(-c2ccccc2NC(=O)Cn2cnc3ccccc32)cs1,-16
O=C(Nc1nccs1)c1ccc(-c2ccccc2F)o1,8
COc1nn(C)cc1C(=O)N1CCCCC(c2ccc(Cl)cc2)C1 (configuration not stated),-5
CCOc1ccc(-c2nc(COC(=O)c3nnn(-c4ccc(CC)cc4)c3C)c(C)o2)cc1,0
N#C/C(=C/c1cccc([N+](=O)[O-])c1)C(=O)Nc1cccc(C(F)(F)F)c1,13
O=C(CSc1nnc(-c2ccc(F)cc2)o1)N1CCc2ccccc21,0
CC(C)(CC(=O)NCCCc1ccccc1)CC1=NS(=O)(=O)c2ccccc2N1,-20
O=C(NN=Cc1ccc(Cl)cc1Cl)c1ccc(-n2cnnn2)cc1,2
O=C(C1CCCO1)N1CCN(c2cc(N3CCCCC3)ncn2)CC1 (configuration not stated),4
O=C(CCc1cccc(Oc2ccc(F)cc2)c1)NC[C@H]1CCCN(c2nccs2)C1,-1
Cn1c(=O)c2c(nc(NN=Cc3ccc(O)cc3)n2Cc2ccc(F)cc2)n(C)c1=O,-20
Cc1cc(NC(=O)C2CC(=O)N(c3ccccc3)C2)n(-c2nc(-c3cccs3)cs2)n1 (configuration not stated),-3
O=S(=O)(c1ccc(Cl)c2ccccc12)N1CCCCCC1,-80
COc1ccccc1OCC(=O)Nc1ccc2c(c1)N(C(=O)C(C)(C)C)CC2,13
Cc1nnc(C2CCCN(C(=O)c3ccccc3F)C2)s1 (configuration not stated),-10
COCCOCC1CCN(C(=O)NCc2ccc(F)cc2)CC1,-10
OC(COc1ccc2c(c1)OCO2)CN1CCN(c2cccc(Cl)c2)CC1 (configuration not stated),13
CCOC(=O)c1sc(NC(=O)Cc2ccc(S(=O)(=O)C(C)C)cc2)nc1-c1ccccc1,-22&-4
CC(=NN=C(N)N)c1ccc(Cl)cc1,-12
CCOC(=O)CC1=Nc2ccccc2N=C(SCC(=O)NCc2ccc3c(c2)OCO3)C1,-14
COC(=O)c1ccc(NC(=O)Cn2cnc3c(c2=O)CCCC3)cc1,0
O=C1c2ccccc2C(=O)N1Cc1noc(C2CNC2)n1,-7
Cc1nc2cc(NC(=O)CNS(=O)(=O)c3c(C)c(C)cc(C)c3C)ccc2s1,6
COC(=O)c1c(NC(=O)/C(C#N)=C/c2ccco2)sc(C)c1C,-4
CCOC(=O)N1CCN([C@@H](c2ccc(F)cc2)c2c(O)cc(C)n(Cc3cccnc3)c2=O)CC1,-11
N#Cc1cccnc1N1CCC(CNC(=O)Nc2cccs2)CC1,-5
CN(C)c1nc(-c2ccc([N+](=O)[O-])cc2)[n+](Cc2ccc([N+](=O)[O-])cc2)s1,10
Cc1cc(-c2ccncc2)nn1CCNC(=O)c1ccc(C(F)(F)F)nc1,-10
CCOC(=O)N1CCN(c2ncnc3c2cnn3-c2ccc(C)c(Cl)c2)CC1,7
O=C(Nc1nnc(-c2cccnc2)o1)c1cccc(Br)c1,-1
Cc1nn(C)c(C)c1S(=O)(=O)NCCc1ccoc1,-3
O=C(Nc1ccc(-c2ccc3nnc(-c4ccccn4)n3n2)cc1)c1cccc(F)c1,40*
CC(O)(CNC(=O)c1ccsc1)Cc1ccco1 (configuration not stated),8
O=C(Cc1cc(-c2cc3ccccc3o2)on1)NCc1ccco1,1
CCOc1ccc(C(O)=C2C(=O)C(=O)N(c3cc(C)on3)C2c2ccc(C(=O)OC)cc2)cc1 (configuration not stated),-13
NC(=O)c1c(NC(=S)NC(=O)c2ccco2)sc2c1CCCC2,1

# (more compounds)
SMILES,PriA SSB inh
CCSc1nnc(NC(=O)C2CC(=O)N(c3ccc(F)cc3)C2)s1 (configuration not stated),-6
Cc1nc(-c2ccccc2)sc1C(=O)NCCCn1nc(-c2cccnc2)ccc1=O,-7
C=CCn1c(=NC(=O)Cc2ccccc2)sc2cc(NC(C)=O)ccc21,-2
Nc1c(C(=O)NC2CCCC2)c2nc3ccccc3nc2n1N=Cc1cccnc1,-5
CNC(=O)CCc1csc(NC(=O)Nc2cccc(Cl)c2)n1,-5
CC1CCC(C(C)C)C(OP(=S)(OC2CC(C)CCC2C(C)C)c2ccc(N(C)C)cc2)C1 (configuration not stated),-3
O=C(C1CCCCC1)N1CCN=C1SCc1ccc(C(F)(F)F)cc1,-5
O=S(=O)(c1ccccc1)c1nnn2c1nc(N1CCN(C(c3ccccc3)c3ccccc3)CC1)c1cc(Cl)ccc12,-10
N=C1SCCN1CC(=O)O,0
Cc1ccc2cc(/C=N\Nc3nc(-c4ccccc4)c4cc(Cl)ccc4n3)c(Cl)nc2c1,-15
CC(C)(C)n1ncc2c(=O)n(CCC(=O)Nc3ccc(OC(F)(F)F)cc3)cnc21,1&5
COc1ccccc1NC(=O)N1CCN(c2ccc(-c3ccc(C)cc3C)nn2)CC1,-10&-8
CCCCn1c(=CC=CC=CC2=[N+](CCCC)c3ccc(Cl)c4cccc2c34)c2cccc3c(Cl)ccc1c32,-7
c1ccc(CN2CCN(Cc3nc4ccccc4[nH]3)CC2)cc1,13&8
Cc1ccccc1-c1noc(CC2CCCN(C(=O)c3ccc(N4CCOCC4)cc3)C2)n1 (configuration not stated),-12
CC(C)(C)C(=O)N1CCc2ccc(NC(=O)C3CC(=O)N(c4ccccc4)C3)cc21 (configuration not stated),-4
O=C(COc1ccc(Cl)cc1)N(Cc1cnc2ccccn12)c1ccccc1,10
COc1ccc(-c2cc3nc(C)cc(NCC4CCCO4)n3n2)cc1OC (configuration not stated),6
O=C(O)c1ccccc1SCCCN1C(=O)c2cccc3cccc(c23)C1=O,-6
CC(=O)N1c2ccc(S(=O)(=O)NCCn3ncccc3=O)cc2CC1C (configuration not stated),-14
CCOc1ccc(-c2noc(CS(=O)(=O)c3ccc(C)cc3)n2)cc1,-14
COC1(CNC(=O)C2c3ccccc3Oc3ccccc32)CCSC1 (configuration not stated),-1
O=C(Cn1cnc(-c2ccc(F)cc2)cc1=O)NCCc1ccccc1,-21
CC(C)OC(=O)/C=C\c1cn(-c2ccccc2)nc1-c1cccc(Br)c1,-14
O=C(CSc1nnc2[nH]c(=O)cc(-c3ccccc3)n12)NCc1ccc2c(c1)OCO2,-2
Cc1c(NC(=O)C(=O)C=C(O)c2ccc(Br)cc2)c(=O)n(-c2ccccc2)n1C,-2
Cc1cc2ncn(S(=O)(=O)c3ccc(Br)cc3)c2cc1C,-24
O=C(NC(N1CCOCC1)C(Cl)(Cl)Cl)OCc1ccc(Cl)cc1Cl (configuration not stated),27
Brc1ccc(-c2csc(NN=Cc3ccco3)n2)cc1,16
O=C(CNC(=O)c1ccc2c(c1)OCO2)NN=Cc1cc(Br)ccc1O,-7
O=S(=O)(CCOc1ccccc1)NCC1(O)CCc2ccccc2C1 (configuration not stated),-1
O=C(NCCN1CCC(O)CC1)NCc1ccc(Cl)cc1,-4

# Screening data deposited in PubChem BioAssay by Small Molecule Screening Facility, UW Madison.
